Screening data as filed in PubChem BioAssay.
SRC3 inh = SRC3 coactivator transcriptional activity inhibitors, primary screen, cell-based, luminescence | Nuclear receptor coactivator 3 (Homo sapiens), Q9Y6Q9 | HEK293 GAL4-SRC3 luciferase reporter | inhibition, % at 3.6 µM | 360,000 compounds, 0.17% hits | AID 588352, 2011;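 active = inhibition above a per-campaign cutoff, the mean of all compounds plus 3 SD, cut at about 60% in these data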;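 note: 0% = DMSO-treated cells and 100% = gossypol-treated cells at 36 µM; higher means less SRC3-driven luciferase light from the GAL4 reporter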
Target sequence (Q9Y6Q9 whole entry, looked up, the tested form may be a part): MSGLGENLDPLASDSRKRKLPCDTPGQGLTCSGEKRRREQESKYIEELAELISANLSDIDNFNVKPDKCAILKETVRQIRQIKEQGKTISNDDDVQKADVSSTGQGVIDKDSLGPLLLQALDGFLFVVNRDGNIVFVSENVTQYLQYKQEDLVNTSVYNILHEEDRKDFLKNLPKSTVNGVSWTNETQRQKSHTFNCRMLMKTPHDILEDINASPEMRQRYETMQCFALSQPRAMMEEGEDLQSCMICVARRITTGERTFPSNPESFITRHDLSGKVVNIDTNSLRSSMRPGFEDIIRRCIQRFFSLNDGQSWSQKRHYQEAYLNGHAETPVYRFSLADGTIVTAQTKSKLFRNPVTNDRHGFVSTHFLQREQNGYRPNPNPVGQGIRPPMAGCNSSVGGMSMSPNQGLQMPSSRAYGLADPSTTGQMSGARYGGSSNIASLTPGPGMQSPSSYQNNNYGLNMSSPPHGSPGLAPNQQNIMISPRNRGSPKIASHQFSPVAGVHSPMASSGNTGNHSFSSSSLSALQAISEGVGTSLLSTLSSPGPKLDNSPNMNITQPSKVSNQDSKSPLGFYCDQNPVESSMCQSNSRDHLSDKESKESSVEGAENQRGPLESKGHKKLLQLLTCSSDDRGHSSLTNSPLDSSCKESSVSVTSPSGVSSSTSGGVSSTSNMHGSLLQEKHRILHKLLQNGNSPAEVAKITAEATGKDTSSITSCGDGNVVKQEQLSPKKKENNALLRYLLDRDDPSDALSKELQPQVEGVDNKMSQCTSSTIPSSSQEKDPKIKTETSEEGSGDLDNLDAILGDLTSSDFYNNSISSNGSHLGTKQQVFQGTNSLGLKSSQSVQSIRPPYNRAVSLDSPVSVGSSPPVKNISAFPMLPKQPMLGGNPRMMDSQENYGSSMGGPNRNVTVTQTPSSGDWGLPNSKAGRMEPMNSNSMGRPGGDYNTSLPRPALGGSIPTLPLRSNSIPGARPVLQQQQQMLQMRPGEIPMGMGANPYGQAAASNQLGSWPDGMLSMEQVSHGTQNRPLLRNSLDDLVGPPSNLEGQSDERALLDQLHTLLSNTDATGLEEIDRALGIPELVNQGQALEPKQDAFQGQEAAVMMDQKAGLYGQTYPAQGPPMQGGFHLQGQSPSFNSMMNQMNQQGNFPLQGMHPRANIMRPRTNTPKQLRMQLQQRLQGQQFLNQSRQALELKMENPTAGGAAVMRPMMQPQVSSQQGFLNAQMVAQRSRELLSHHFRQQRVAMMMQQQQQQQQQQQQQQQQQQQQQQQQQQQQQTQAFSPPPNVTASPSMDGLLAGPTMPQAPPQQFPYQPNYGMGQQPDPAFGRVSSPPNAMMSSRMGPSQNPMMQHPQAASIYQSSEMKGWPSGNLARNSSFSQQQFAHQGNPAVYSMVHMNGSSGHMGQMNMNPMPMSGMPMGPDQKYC
NCOA1 inh = SRC1 coactivator transcriptional activity inhibitors, primary screen, cell-based, luminescence; Nuclear receptor coactivator 1 (Homo sapiens), Q15788; HEK293 GAL4-SRC1 luciferase reporter; inhibition, % at 3.6 µM; 360,000 compounds, 0.12% hits;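 active = inhibition above the campaign mean plus 3 SD, with each screening campaign given its own cutoff, cut at about 60% in these data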;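 note: 0% = DMSO treated cells and 100% = gossypol at 36 µM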
NCOA2 inhibitor = inhibition of GAL4-SRC2 driven luciferase reporter, primary screen, SRC2 inhibitor project, cell-based, luminescence | Nuclear receptor coactivator 2 (Homo sapiens), Q15596 | HEK293 GAL4-SRC2 luciferase reporter | inhibition, % at 9 µM | 370,000 compounds, 0.17% hits | AID 651957, 2012;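 active = inhibition above the mean inhibition of all tested compounds plus 3 SD, set per campaign, cut at about 52% in these data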;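 note: 0% = DMSO treated cells and 100% = cells given Gossypol at 36 µM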
TWEAK-Fn14 inh = inhibitors of TWEAK-Fn14 signaling, primary screen, luciferase reporter cells, uHTS. 360,000 compounds, 2% hits. inhibition, % at 10 µM. TWEAK-stimulated Fn14 reporter cells, luciferase luminescence, 8 h. AID 1159606, 2016; in the data active = inhibition above about 50%
LRH-1 inv ag = LRH-1 (NR5A2) inverse agonists, primary screen, cell-based, luminescence, HEK293T, StAR-luciferase reporter. LRH-1 transfected, 24 h. Nuclear receptor subfamily 5 group A member 2 (Homo sapiens), O00482. AID 602396, 2012. 360,000 compounds, 0.13% hits. inhibition, % at 3.6 µM;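 active = inhibition above the mean inhibition of all tested compounds plus 3 SD, cut at about 73% in these data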;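 note: 0% = DMSO wells and 100% = reporter-only cells lacking LRH-1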
NR2F2 inh = NR2F2 transcriptional activity inhibitors, primary screen, cell-based, luciferase reporter, HEK293T, luminescence; AID 686940, 2013; 370,000 compounds, 0.7% hits; inhibition, % at 8.6 µM; COUP transcription factor 2 (Homo sapiens), P24468; HEK293T NGFI-A luciferase reporter;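 active = inhibition above a per-plate cutoff, mean inhibition of test wells between control levels plus 3 SD, cut at about 38% in these data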;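 note: cells cotransfected with COUP-TFII expression vector driving the NGFI-A reporter; 0% = median of COUP-TF2 test wells and 100% = reporter-only cells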
CF NFkB block = inhibitors of PAF-induced NF-kB signaling, primary screen, cell-based, GFP fluorescence, uHTS | inhibition, % at 5 µM | AID 588850, 2011 | 360,000 compounds, 0.86% hits | KKLEB NF-kB-GFP reporter, GFP fluorescence overnight;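 active = at least 50% inhibition at 5 µM, scaled per plate between neutral and stimulator controls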;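 note: PAF is a Pseudomonas aeruginosa culture filtrate used as stimulus; plate controls were PAF-stimulated DMSO wells for no effect and unstimulated DMSO wells for full effect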
C8 TRAIL sens = viability loss with TRAIL in NB7+C8 cells, primary screen, TRAIL sensitizer project, cell-based, ATPlite luminescence; 360,000 compounds, 1% hits; inhibition (viability loss, TRAIL sensitization), % at 10 µM; AID 624354, 2012;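 active = compounds causing at least 50% loss of cell viability in the single-dose screen, relative to plate controls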
KKLEB cytotox = cytotoxicity in KKLEB CF airway cells, primary screen, cytotoxicity control for CF NF-kB inhibitor project, cell-based, uHTS, fluorescence assay plates; AID 602141, 2011; activity change (cytotoxicity), % at 5 µM; KKLEB CF airway cells viability, ATPlite luminescence, overnight; stronger effect = lower value; cells stimulated with P. aeruginosa culture filtrate; 360,000 compounds, 0.36% hits;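 active = corrected activity change at or below -50% at 5 µM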
TROY signal inh = inhibitors of TROY-driven NF-kB signaling, primary screen, Q293 LMP1-TROYcd cells, NF-kB luciferase, uHTS; Q293 LMP1-TROYcd NF-kB luciferase reporter, 4 h; inhibition, % at 10 µM; 360,000 compounds, 0.98% hits; AID 1347056, 2019;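 active = compounds whose plate-normalised and pattern-corrected inhibition of the luciferase reporter signal at the single screening dose is 50% or more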
EBV LMP1 NFkB = EBV LMP1-driven NF-kappaB luciferase reporter inhibitors, primary screen, cell-based, luminescence, single point. LMP1-induced NF-kappaB luciferase reporter cells. inhibition, % at 12.5 µM. 350,000 compounds, 0.69% hits. AID 504558, 2011; in the data active = inhibition above about 41%;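 note: 0% = neutral control wells and 100% = reference inhibitor control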
* = called active by the depositor; . = no result given; & = joins results of further samples.

Values run as follows: SRC3 inh	NCOA1 inh	NCOA2 inhibitor	TWEAK-Fn14 inh	LRH-1 inv ag	NR2F2 inh	CF NFkB block	C8 TRAIL sens	KKLEB cytotox	TROY signal inh	EBV LMP1 NFkB
- CCn1c(=O)c2cc(C(=O)N(C)CC(OC)OC)sc2c2ccccc21
    11	-37	0	8	9	9	-6	-11	2	-7	5
- CC(=O)Nc1sc(N/N=C\c2ccccc2)nc1-c1cccs1
    -29	-31	-24	-13	-19	-1	-4	1	-1	-27	-12
- CCN1CCN(CCCNC(=O)c2cc3cc4ccc(OC)cc4nc3o2)CC1
    9	-17	.	-60	-2	.	-6	24	10	-18	2
- Nc1nc(SCc2ccc(Br)cc2)c2ncn(C3OC(CO)C(O)C3O)c2n1 (stereo unspecified)
    -6	6	-13	-20	-2	-10	13	-15	-8	-9	2
- S=C(NCCC1=CCCCC1)NCc1ccco1
    -5	-20	-3	11	-13	-26	5	-1	8	-6	-7
- COCCNC(=O)C(c1ccc(C)o1)N(C(=O)c1snc(C(N)=O)c1N)c1ccc(C)c(C)c1 (stereo unspecified)
    -4	-3	-19	-5	-24	-9	3	-18	1	-38	-18
- CC(C)(C)c1cc(OC(=O)c2ccncc2)ccc1O
    -12	-12	9	3	0	-11	-3	-1	-3	7	0
- Cc1ccc(S(=O)(=O)N2C[C@H]3[C@H]4C(=O)N(Cc5ccccc5)C(=O)[C@H]4CC(=O)[C@H]3[C@@H]2c2ccccc2F)cc1
    14	1	-12	15	11	3	-20	8	-3	8	.
- Cc1nnc(NC(=O)C2CCCN(S(=O)(=O)Cc3ccccc3)C2)s1 (stereo unspecified)
    2	1	-4	5	3	0	-13	3	6	-2	8
- CN(NC(=O)c1ccc(Cl)cc1)c1nc(-c2ccccc2)nnc1C(F)(F)F
    17	-11	-11	5	-8	17	5	49*	-7	44	-7
- O=C1C=C(NCCNc2c(F)c(F)c(CO)c(F)c2F)CCC1
    3	12	-10	16	4	-11	-5	-15	3	9	6
- COC(=O)CC(CP(=O)(O)CN(C)C=O)C(=O)OC (stereo unspecified)
    -20	-6	-33	5	-3	-1	2	-18	-2	-7	2
- c1ccc(N2CCN(c3nc(NCc4ccco4)c4ccccc4n3)CC2)cc1
    13	1	16	-5	3	1	-2	3	-12	-32	18
- O=C(COC(=O)CNC(=O)c1ccc(Cl)cc1Cl)NCC1CCCO1 (stereo unspecified)
    -6	4	-14	0	-14	5	16	-2	-1	-13	1
- Cc1nc(SCc2cccnc2)[nH]c(=O)c1C
    5	-7	.	-2	15	.	13	-2	10	-6	-1
- COCCn1c(SCC(=O)N2CCc3ccccc3C2)nc2ccccc2c1=O
    12	-2	10	28	0	14	-8	-10	3	-9	-2
- CCn1c(NCc2ccccc2NS(=O)(=O)c2ccc(C)cc2)nc2ccccc21
    1	7	10	44	-9	7	7	12	-4	17	-8
- O=C(COC(=O)c1ccc[nH]c1=O)Nc1cc(S(=O)(=O)N2CCCCC2)ccc1Cl
    13	-13	-13	-11	13	17	3	-9	8	9	-8
- O=C(CSc1nnc(SCc2ccc(Cl)cc2)s1)N/N=C/c1ccc(Cl)cc1Cl
    -10	2	29	-4	-16	-15	-14	13	3	-14	6
- Cc1cc(C)c(C(N)=O)c(Nc2ccc(F)cc2)n1
    -10	-1	-7	7	1	-6	-3	-1	6	-9	2
- CCN1CCN(C(c2ccc(F)cc2)c2nnnn2Cc2cccs2)CC1 (stereo unspecified)
    -2	3	-32	-9	-6	-4	18	-1	-4	-3	-8
- Nc1nnc(SCC(=O)OCC(=O)Nc2ccccc2F)s1
    -16	-11	19	-10	5	9	-13	5	-5	-10	-11
- CC1CCN(C(=O)CCc2ccc(S(=O)(=O)NC(C)C)cc2)CC1
    2	4	-6	-5	23	6	9	-7	0	18	0
- CCOC(=O)CNC(=O)COc1coc(CN2CCN(Cc3ccccc3)CC2)cc1=O
    8	-2	-22	9	-11	-20	12	-15	-6	-6	-5
- C/C(=C1\SC(N2CCOCC2)=NC1=O)c1ccc(C)cc1
    16	-7	-13	12	-3	11	4	-1	-4	-15	-2
- O=C(CSc1nnc(-c2ccc3c(c2)OCO3)o1)Nc1ncc(Cl)cc1Cl
    -35	-25	-53	-4	-26	-25	-9	26	-14	-31	1
- COC(=O)c1ccc(N2C(c3cccc(OC)c3)=Cc3ccc(F)cc3C2c2c(C)[nH]c3ccccc23)cc1 (stereo unspecified)
    .	.	-14	12	15	-11	.	7	.	-36	.
- O=C(CSc1nc2[nH]c(=O)cc(O)c2s1)Nc1cc(Cl)cc(Cl)c1
    6	-6	-14	-6	-10	4	-8	-4	3	-6	-4
- O=C(CN1C(=O)NC(Cc2ccccc2)C1=O)Nc1ccc(F)c(F)c1F (stereo unspecified)
    -2	-9	-9	-6	1	8	2	5	1	1	-1
- N#CCc1nc2c3c4c(sc3ncn2n1)CCCC4
    -8	-8	-15	-23	9	14	24	22	-9	8	9
- COc1ccc(-c2cc3ccccc3oc2=O)cc1
    -66	-103	-45	1	-131	-27	-8	45	-6	-12	-15
- O=C(CNC(=O)c1ccc(Br)o1)NNC(=O)c1cccc(Cl)c1
    -18	-8	13	1	14	15	-9	-6	19	-4	-2
- CCC(Sc1nc2ccsc2c(=O)n1Cc1ccc(C(=O)O)cc1)C(=O)Nc1cc(Cl)ccc1C (stereo unspecified)
    -15	-9	-18	23	7	-12	-12	9	6	-13	0
- O=C1c2ccccc2C(=O)N1CSc1nnc2c3ccccc3n(CCc3ccccc3)c2n1
    -14	4	.	8	-20	.	6	35	10	-11	-1
- O[C@@H]1CN(Cc2ccccc2Cl)CC[C@H]1N1CCOCC1
    -11	21	2	8	-5	-9	11	4	7	-4	0
- Cn1c(=O)c2c(ncn2CC(=O)Nc2nnc(Cc3ccccc3)s2)n(C)c1=O
    -39	-9	-20	-4	5	16	-4	5	16	3	-2
- CCn1cc(C(=O)OCc2ccc(F)cc2)c(=O)c2ccc(C)nc21
    14	7	-1	-4	-3	-21	10	-36	5	8	3
- Cc1cccc(NC(=S)N2CCN(S(=O)(=O)c3cccc(F)c3)CC2)c1
    11	13	3	-3	8	25	9	2	0	-11	8
- COc1ccccc1/C=C1\SC(=S)N(CCC(=O)NCCc2ccc(O)cc2)C1=O
    -17	-14	7	-2	6	0	2	14	-9	5	4
- CC(=O)c1cccc(NC(=O)NCc2ccc3c(c2)OCO3)c1
    15	-19	-9	-5	11	-8	29	-1	-11	-8	-5
- CC(C)(C)Cc1nnc(NS(=O)(=O)c2ccccc2)s1
    -9	-3	15	10	-20	14	-21	1	-1	7	-6
- Cc1ccnc(NC(=O)CCCOc2cc(=O)n(C)c3ccccc23)c1
    40&50	-4&-16	-13&15	38&22	74*	-21&4	71*	12&27	9&-19	1&18	-444
- CC(C)(C)c1ccc(C(=O)Cn2cnnc2C#N)cc1
    -7	-23	1	-17	-12	11	10	6	-4	-25	4
- COc1ccc2c(c1)C(=NNC(=O)c1ccccn1)c1cc(OC)ccc1-2
    -5	-5	-9	-36	-21	9	-127	14	-8	-28	12
- C[C@]12CCC(=O)C=C1CC[C@@H]1[C@@H]2CC[C@@]2(C)[C@H]1CC[C@@]21CCC(=O)O1
    9	2	16	-17	-20	0	22	-14	4	-13	-1
- C=CCNC(=O)c1ccccc1NC(=O)c1ccc(Cl)c(S(=O)(=O)Nc2ccccc2)c1
    11	1	10	30	15	10	-8	8	9	9	9
- CC(C)(C)c1ccc(-c2noc(-c3ccc4c(c3)CCO4)n2)cc1
    2	-17	-21	28	-13	5	-4	20	1	11	-18
- Cc1ccc([N+](=O)[O-])c(OCc2ncc(Cl)n2C)c1
    -25	-58	-28	-2	-30	-12	-5	-1	9	-31	-16
- Cn1ccsc1=NC(=O)c1ccc(S(C)(=O)=O)c([N+](=O)[O-])c1
    -3	-35	-16	27	-3	14	35	20	-22	-9	0
- O=C(NCCCNc1ccc(C(F)(F)F)cc1[N+](=O)[O-])c1ccc(Cl)cc1
    15	-7	-2	-23	19	1	0	-15	-8	46	0
- Cc1ccc(C)c(NC(=S)N2CCN(c3cccc(C(F)(F)F)c3)CC2)c1
    11	-10	14	-4	8	1	-13	-19	5	11	9
- CN(Cc1ccccc1)C(=O)c1c[nH]c2ccc(S(=O)(=O)N3CCOCC3)cc2c1=O
    1	-3	18	11	19	20	-2	10	7	1	-1
- O=C(NC1CCCC1)c1ccc(Br)s1
    -42	-27	2	-7	-4	7	-17	7	18	13	-27
- CSc1ccc(CN(C)C(C)C(=O)Nc2ccc(F)c(F)c2F)cc1 (stereo unspecified)
    16	-13	-16	0	-2	8	2	-2	10	-2	2
- O=C(Cc1ccccc1F)NC1CCCc2ccccc21 (stereo unspecified)
    -5	-11	7	-6	-17	-4	2	-20	9	-6	-3
- COc1ccc(/C=C/C(=O)N(C)C2(C)CCS(=O)(=O)C2)cc1 (stereo unspecified)
    2	-5	1	-2	-7	2	-28	8	16	-14	-1
- COc1ccccc1-c1noc(COC(=O)c2ccc(Br)o2)n1
    -29	3	6	5	0	-6	-2	0	15	16	32
- CC(C)NC(=O)N(C)C[C@H]1Oc2ccc(NC(=O)Nc3ccc4c(c3)OCO4)cc2C(=O)N([C@H](C)CO)C[C@@H]1C
    10	-17	-15	2	-5	19	-10	0	-2	3	-3
- Cc1ccc(/C=C/C(=O)NCCCc2ccccc2)cc1
    -6	-13	-18	-25	-10	-14	-12	12	3	-27	2
- O=C(Nc1ccc(Cl)cc1)N1CCCN(Cc2ccccc2F)C1
    5	5	-2	-16	-5	-8	25	-9	-28	-3	-4

Later entries
Values run as follows: SRC3 inh	NCOA1 inh	NCOA2 inhibitor	TWEAK-Fn14 inh	LRH-1 inv ag	NR2F2 inh	CF NFkB block	C8 TRAIL sens	KKLEB cytotox	TROY signal inh	EBV LMP1 NFkB
- COc1ccc2c(c1OC)C(=O)OC2Nc1ccccn1 (stereo unspecified)
    4	-3	1	13	-25	-7	-10	-3	6	.	5
- Cn1c(C(=O)NCCN2CCN(Cc3ccccc3)CC2)cc2c(=O)n(C)c3ccccc3c21
    -8	-24	-18	-29	-24	-18	-17	22	-9	-9	-15
- CN(C)c1ccc(N=Cc2nc(-c3ccccc3)oc2OC(=O)c2cccc(Br)c2)cc1
    -61	-82	-35	-5	-62	-33	-3	6	0	-55	-7
- Cc1ccc(C(=O)Oc2cccc(NC(=O)c3ccccc3)c2)cc1C
    -5	-10	-11	-24	-2	-16	5	2	-1	-25	3
